Source: PubChem BioAssay
EWS-Fli inh = blocks EWS/Fli oncoprotein-driven transcription | inhibition, % at 12.6 µM | hit rate 0.67% among 350,000 | AID 651661 | A673 NR0B1-luciferase reporter, viability-normalised;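 active means mean inhibition of at least 50% after viability correction, with every replicate also passing that limit; inconclusive means mean reaches 50% but only one of two replicates passes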;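 further: firefly luciferase signal divided by Alamar Blue viability fluorescence both relative to DMSO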
FN deposition inh = fibronectin deposition inhibition; AH1F fibroblasts, Alexa488-fibronectin deposition fluorescence, overnight; inhibition, % at 12.6 µM; hit rate 0.086% among 350,000;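 active means mean inhibition across replicates of 30% or more, regardless of how many single replicates reach that level; inconclusive means mean under 30% yet at least half of replicates reach 30%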;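 further: positive control wells lacked labelled fibronectin entirely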
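Material: AH1F fibroblasts assembling fluorescent fibronectin matrix; amount: 10000 AH1F cells/well; medium: DMEM, 2% serum; reagent: Alexa488-fibronectin, 24 nM final in well; dosing: single compound dose, delivered by pin transfer; incubation: 1 h adhesion, overnight exposure; detection: fluorescence after three HBSS washes, excitation 485 nm, emission 525 nm; measure: fibronectin deposition inhibition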
F508del corr = CFTR F508del correction in bronchial cells; AID 720511; CFBE cells, YFP halide quenching; stimulated with forskolin plus potentiator P3; % fluorescence drop versus neutral controls; hit rate 0.36% among 350,000; activity (quench increase), % at 7.58 µM;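 active means mean added fluorescence quench of at least 8% versus neutral control, with both replicates also reaching 8%; inconclusive means only one of the mean or replicate conditions met; inactive means mean below 8% and not both replicates reaching 8%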;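 further: cells transiently co-express mutant CFTR-F508del with the halide-sensitive YFP; corrector assay measuring rescue of mutant channel to the surface after 24 h compound exposure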
miR-122 sensor = inhibitors of miR-122 in Huh7 cells; Huh7 miR-122 Renilla luciferase sensor, 48 h; neutral wells = 0, positive control = 100; activation (reporter increase), % at 12.5 µM; hit rate 0.3% among 340,000; AID 602342;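 active means mean replicate activation score at least 90 and every replicate individually at or above 90; inconclusive means only one of the two criteria met; inactive means neither criterion met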;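 further: higher luciferase means less miR-122 activity so hits act as miR-122 inhibitors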
GSIS activator = primary screen for activators of insulin secretion dependent on glucose, INS-1E cells, GLuc reporter luminescence. INS-1E GLuc reporter insulin secretion, 2-3 h. activation, % at 16.6 µM. hit rate 0.61% among 370,000. AID 743287;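 active means lowest replicate activation of at least 40%, so every replicate reaches that level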;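 further: 0% = median of neutral control wells and 100% = median of IBMX positive control wells; some compounds called inactive have numbers as strong as hits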
DENV2 CPE rescue = DENV2-induced cell death inhibition; DENV2-infected cells, cytopathic effect rescue, plate reader; hit rate 1.7% among 350,000; CPE inhibition, % at 9.99 µM; in the data active means CPE inhibition above about 20%, passing the limit was not always enough; inconclusive means no clear call, values can overlap the other calls; tested in BHK-21 cells;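 further: 0% = median of neutral control wells and 100% = median of positive control wells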
PAX8 reporter = PAX8 transcriptional activity inhibition; hit rate 1.2% among 360,000; AID 652154; inhibition, % at 12.6 µM; RMG-I TPO-luciferase reporter, SteadyGlo, 24 h;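 active means mean replicate inhibition at least 60% with every replicate also reaching 60%; inconclusive means only one of the two criteria is met; inactive means mean below 60% and not all replicates reaching 60%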;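 further: luciferase light reporting Pax8 driven TPO promoter activity; plate controls were median of neutral control wells for no effect and mitoxantrone controls for full effect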
* = called active by the depositor; ? = inconclusive; / = no result given; [ ] = dose if it differs, or a comment.

SMILES | EWS-Fli inh | FN deposition inh | F508del corr | miR-122 sensor | GSIS activator | DENV2 CPE rescue | PAX8 reporter
Cc1[nH]c2ccccc2c1C(=O)c1c(N)[nH]c(C(=O)c2ccccc2)c1-c1ccc(Cl)cc1 | 3 | -14 | -2.9 | / | / | -12 | 10
CCOC(CCn1ccc(O)c(Cc2ccc(Cl)cc2)c1=O)OCC | 6 | -1 | -0.2 | 0 | 9 | ? | 3
O=C(O)CCCCCCCCc1cn(CC2CCCCC2)nn1 | 2 | -4 | 0.4 | -2 | -8 | 1 | 17
O=C(CNC(=O)c1cccc(Cl)c1)N/N=C/C=C/c1ccccc1 | / | 17 | / | / | -8 | / | 4
FC(F)Oc1ccc(NC(=S)N2CCc3ccccc32)cc1 | -26 | -10 | 1.2 | / | 0 | -5 | -33
CCOC(=O)N1CCC(n2c(=S)[nH]c3cc(OC)c(OC)cc3c2=O)CC1 | / | 2 | / | 12 | / | / | 12
O=C(c1ccccc1)N1CC(=O)N2[C@@H](CO)[C@H](c3ccc(-c4ccccc4)cc3)[C@@H]2C1 | 6 | -1 | 2.0 | / | -7 | -4 | /
Nc1nc(N)nc(-c2ccc(Cl)c(Cl)c2)n1 | -129 | 12 | 3.6 | 3 | -2 | 0 | -403
CC1=C(C(=O)OC2CCCCCCC2)C(c2cccc(O)c2)NC(=O)N1 (configuration not stated) | 2 | / | -1.0 | / | -15 | 1 | /
CCC(C)(C)NC(=O)c1ccc2c(c1)S(=O)(=O)c1ccccc1C2=O | / | -5 | / | 10 | / | / | -16
Cc1ccc(S(=O)(=O)Nc2cccc3c2O[C@@H](CN(C)S(=O)(=O)c2ccc(C)cc2)[C@@H](C)CN([C@H](C)CO)C3=O)cc1 | -2 | / | -2.2 | 26[16.7 µM] | -5 | 1 | 24
NC1=NC[C@H](Cc2ccc(O)cc2)N1CCC12CC3CC(CC(C3)C1)C2 | 13 | -3 | 2.4 | -1 | / | -5 | 17
O=C(C[C@@H]1C/C=C/CCCC(=O)O[C@H](c2ccccc2)CNC1=O)N[C@H](CO)Cc1ccccc1 | -10 | 6 | 3.1 | / | -1 | 14 | 11
O=C1c2ccccc2C(=O)N1C[C@@H]1CCCN(Cc2ccc(OCCO)cc2)C1 | -9 | / | -2.0 | / | / | ? | 9
COC(=O)[C@]12CCCCC=C1N(CCC1=CCCCC1)C(=O)[C@H](CC(=O)N1CCSCC1)C2 | 7 | -8 | 2.1 | / | / | 4 | 6
CCCCn1c(N)c(N(CCOC)C(=O)CSCC(=O)Nc2cccc(C)c2)c(=O)[nH]c1=O | 0 | 8 | 0.4 | 1 | 0 | ? | -9
COCC(=O)N1CC2(CN(C(=O)c3ccccn3)C2)c2c(n(C)c3cc(OC)ccc23)[C@@H]1CO | 0 | / | -0.9 | / | 29 | 8 | /
COc1ccc(-c2cnc(N)nc2-c2ccc(OC)cc2O)cc1 | / | -5 | / | 3 | 20 | / | -12
CCOC(=O)c1cn(CC#N)c2cc(F)c(F)cc2c1=O | -1 | -25 | -0.3 | / | 7 | -1 | -16
CC(C)CC#Cc1cnc2c(c1)C(=O)N([C@H](C)CO)C[C@H](C)[C@@H](CN(C)Cc1ccccc1)O2 | 8 | 9 | -3.1 | 6[16.7 µM] | -19 | 4 | /

Another view of part of the listing above.
Order of results: EWS-Fli inh	FN deposition inh	F508del corr	miR-122 sensor	GSIS activator	DENV2 CPE rescue	PAX8 reporter
- COC(=O)[C@]12CCCCC=C1N(CCC1=CCCCC1)C(=O)[C@H](CC(=O)N1CCSCC1)C2
  7	-8	2.1	/	/	4	6
- O=C(c1ccccc1)N1CC(=O)N2[C@@H](CO)[C@H](c3ccc(-c4ccccc4)cc3)[C@@H]2C1
  6	-1	2.0	/	-7	-4	/
- O=C(O)CCCCCCCCc1cn(CC2CCCCC2)nn1
  2	-4	0.4	-2	-8	1	17
- NC1=NC[C@H](Cc2ccc(O)cc2)N1CCC12CC3CC(CC(C3)C1)C2
  13	-3	2.4	-1	/	-5	17

Next section
SMILES | EWS-Fli inh | FN deposition inh | F508del corr | miR-122 sensor | GSIS activator | DENV2 CPE rescue | PAX8 reporter
Cc1ccccc1N1C(=O)C2C3C=CC(CC3)C2C1=O (configuration not stated) | 3 | 6 | 1.0 | 2 | 8 | 2 | -1
COc1ccc(Cl)cc1N(CC(=O)N1CCC(C)CC1)S(C)(=O)=O | / | 2 | / | 10 | / | / | 14
CO[C@H]1CN(C)C(=O)c2ccc(NC(=O)Nc3cccc(F)c3)cc2OC[C@H](C)N(C(=O)C2CC2)C[C@H]1C | -1 | -10 | -0.7 | 3[16.7 µM] | -13 | / | /
O=C1[C@@H]2[C@H](C(=O)N1c1ccccc1)[C@@]13COC[C@H](c4ccccc4)N1C(=O)[C@]2(C(=O)NCc1ccccc1)O3 | 5 | / | 2.5 | / | / | 4 | 15
CC(=O)c1ccc(N2CCN(C(=O)CCCc3nc4ccccc4s3)CC2)cc1 | 17 | / | 5.9 | / | 3 | -4 | 7
Cc1nc2c(nnn2Cc2c(Cl)cccc2Cl)c(=O)[nH]1 | 0 | 6 | 0.0 | 0 | / | 3 | 9
COC(CNC(=O)[C@H](Cc1ccccc1)N1Cc2ccccc2C1=O)OC | 5 | -1 | 8.5* | 3 | -7 | -8 | 9
Cc1cc(=O)[nH]c2ccc(Cc3ccccc3)cc12 | 26 | -1 | 1.0 | 2 | -6 | -3 | -31
CC(=O)N1CCOc2ccc(S(=O)(=O)NC[C@H]3O[C@@H](n4cnc5c(N)ncnc54)[C@H](O)[C@@H]3O)cc21 | 0 | 3 | -1.1 | 2 | -1 | -6 | -1
COc1ccc(SC[C@H](C)CN2CC[C@H](NC(=O)OCc3ccccc3)CCC2=O)cc1 | 15 | -2 | 5.1 | -11 | / | -1 | 36
C/C(=C\C(=O)c1ccccc1)NNC(=O)c1ccc(Cl)cc1 | 5 | 8 | -2.3 | -1 | 13 | 8 | 8
COC(=O)[C@]12CCCCC=C1N(Cc1ccc(Cl)cc1Cl)C(=O)[C@H](CC(=O)N1CCCC1)C2 | 16 | 5 | -3.4 | / | -24 | -4 | 5
CCOc1ccc(CCNC(=O)c2cc3c(C)nccc3[nH]c2=O)cc1OCC | 1 | -6 | 5.5 | / | 3 | -8 | -9
COCCC(=O)N1CCC(Oc2ccc(C(=O)N(C)C3CCCCC3)cc2)CC1 | -24 | -6 | 1.4 | 7 | 1 | 2 | -21
COc1ccc(CCn2c(O)c(C=Nc3cccc(F)c3)c(=O)[nH]c2=O)cc1OC | 14 | 2 | 0.9 | -3 | 23 | -3 | -7
COc1ccc(C2C(C(=O)c3cccs3)=C(O)C(=O)N2c2nncs2)cc1 (configuration not stated) | / | -3 | / | -1 | / | / | -10
COc1ccc(-c2cnc3c(c2)C(=O)N([C@@H](C)CO)C[C@H](C)[C@@H](CN(C)C(=O)Cc2cccnc2)O3)cc1 | -9 | / | 1.2 | -11[16.7 µM] | 19 | / | -2
O=C(NCCN1CCCC1)C1(S(=O)(=O)c2ccc(Cl)cc2)CC1 | 0 | / | -1.8 | -4 | -3 | -6 | /
COc1ccc(C(CC(=O)Nc2ccccc2OC)n2cccc2)cc1 (configuration not stated) | / | -1 | / | / | -15 | / | 18
Cc1ccccc1OCCCC(=O)Nc1nncs1 | 11 | 10 | 0.1 | -3 | 0 | 3 | -32

Record cards, from the list above. Values in the order: EWS-Fli inh | FN deposition inh | F508del corr | miR-122 sensor | GSIS activator | DENV2 CPE rescue | PAX8 reporter
Record of C/C(=C\C(=O)c1ccccc1)NNC(=O)c1ccc(Cl)cc1 → 5 | 8 | -2.3 | -1 | 13 | 8 | 8
Record of COC(=O)[C@]12CCCCC=C1N(Cc1ccc(Cl)cc1Cl)C(=O)[C@H](CC(=O)N1CCCC1)C2 → 16 | 5 | -3.4 | / | -24 | -4 | 5

Following part
SMILES | EWS-Fli inh | FN deposition inh | F508del corr | miR-122 sensor | GSIS activator | DENV2 CPE rescue | PAX8 reporter
COCC(=O)N1CC2(C1)[C@H](c1ccc(-c3ccccc3)cc1)[C@H](CO)N2C(C)=O | 9 | 8 | -1.9 | / | 7 | -2 | /
CC[C@H]1OC(=O)[C@H](C)[C@@H](O[C@H]2C[C@@](C)(OC)[C@@H](O)[C@H](C)O2)[C@H](C)[C@@H](O[C@@H]2O[C@H](C)C[C@H](N(C)C)[C@H]2O)[C@](C)(O)C[C@@H](C)C(=O)[C@H](C)[C@@H](O)[C@]1(C)O | 9 | / | 9.0* | 3 | / | -3 | 0
O=C(Nc1nnc(-c2ccccc2F)s1)c1ccccc1F | -102 | 1 | -3.2 | / | -1 | 3 | -121
COc1ccccc1CNC(=O)C[C@H]1C=C[C@H](NC(C)=O)[C@H](CO)O1 | -7 | -7 | 1.8 | / | 3 | -5 | -6
NS(=O)(=O)c1ccc(CCNC(=O)CNC(=O)c2ccccc2F)cc1 | 0 | -3 | 2.5 | 0 | 17 | 6 | -8
COC(=O)C1=C(C)OC(N)=C(C#N)C1C1CCCCC1 (configuration not stated) | 0 | / | -1.8 | -3 | 30 | -2 | /
CC(C)CCN(CC(=O)NC1CCCC1)C(=O)C(=O)Nc1ccc2c(c1)OCCO2 | -6 | 2 | 1.4 | / | 0 | ? | 5
Cc1ccc(-n2nc(C)c3c(C)c(CCC(=O)O)c(C)nc32)cc1 | 9 | 5 | -1.3 | / | 6 | -1 | 11
COC(=O)c1ccccc1S(=O)(=O)N1CCC(C(=O)OCC(=O)NC2CCCCC2C)CC1 (configuration not stated) | 4 | -8 | -1.4 | -3 | -29 | 3 | 0
Cn1c(=O)c(C(=O)NCCc2ccc(Cl)cc2)c(O)c2ccccc21 | 6 | -2 | -1.7 | -7 | 6 | 0 | -22
N#Cc1ccc(-c2cn3c(n2)SCC3)cc1 | -94 | 2 | 2.2 | -5 | 14 | 6 | -93
CCCC#Cc1cnc2c(c1)C(=O)N([C@H](C)CO)C[C@H](C)[C@@H](CN(C)S(C)(=O)=O)O2 | -4 | -2 | 3.9 | -2[16.7 µM] | 25 | -9 | /
CCOC(=O)N1CCN(C(=O)c2cc(-c3ccncc3)nc3ccccc23)CC1 | 44 | 2 | 0.9 | / | 6 | -3 | /
O=C(C1CCC(CNc2c(N3CCCCC3)c(=O)c2=O)CC1)N1CCCC1 (configuration not stated) | 6 | 3 | 0.3 | 9 | 3 | 2 | 4
COc1cccc(S(=O)(=O)N2CCCCN3[C@@H](CO)[C@H](c4ccc(C#CC5CC5)cc4)[C@@H]3C2)c1 | 12 | / | -0.1 | 4[16.7 µM] | -11 | -36 | 3
CC(C)C#Cc1cnc2c(c1)C(=O)N([C@@H](C)CO)C[C@@H](C)[C@@H](CN(C)Cc1ccccc1F)O2 | 6 | 0 | -2.5 | 10[16.7 µM] | -9 | 1 | /
O=C(C1CCOCC1)N1CC(=O)N2[C@H](CO)[C@@H](c3ccc(-c4ccccc4F)cc3)[C@H]2C1 | / | / | 0.8 | / | 11 | 19 | /
CCN(CC)CCNC(=O)c1cc(Sc2nnc(C)s2)nc2ccccc12 | / | -1 | / | -3 | -7 | / | 11
O=C(COC(=O)c1ccc2ncsc2c1)NC(=O)c1ccccc1 | 4 | -10 | 4.5 | -8 | 24 | 0 | -13
FC(F)(F)c1nnc2ccc(-n3ccnc3)nn12 | -4 | -7 | 4.2 | -9 | / | -3 | 22
COc1ccc2c3c(n(C)c2c1)[C@@H](CO)N(C(=O)c1ccccn1)CC31CCN(C)CC1 | -10 | / | -2.5 | / | 1 | 35* | /
O=C(COC(=O)/C=C/c1ccc(Cl)cc1)Nc1ccc2[nH]c(=O)[nH]c2c1 | -1 | -5 | 1.8 | / | 5 | -3 | -6
